# From PubChem BioAssay
# SENP8 block = SENP8 protease inhibition. purified SENP8, Z-RLRGG-aminoluciferin cleavage, luminescence. inhibition, % at 10 µM. actives 1.2% (n = 330,000). AID 2540
# UBC13 inh = blocks human UBC13 polyubiquitin chain formation | TR-FRET | AID 485273 | actives 0.47% (n = 330,000) | P61088 | inhibition, % at 20 µM; in the data active = inhibition above about 45%, passing the limit was not always enough
# 697 NFkB inh = lowers PMA/ionomycin-induced NF-kB signal in 697 B cells. 697 B-cell NF-kB luciferase reporter, 16 h. inhibition, % at 4 µM. actives 0.33% (n = 330,000). AID 435022; in the data active = inhibition above about 35%
# Apaf1 inhib = blocks human Apaf-1 apoptosome activity | reconstituted apoptosome caspase-3 activity, DEVD-Rh110 fluorescence | inhibition, % at 20 µM | actives 0.71% (n = 330,000); active = inhibition of at least 40% at 20 µM;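 also: plate controls were DMSO wells for no effect and DEVD-CHO caspase inhibitor wells for full effect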
# Target sequence (O14727 whole entry, looked up): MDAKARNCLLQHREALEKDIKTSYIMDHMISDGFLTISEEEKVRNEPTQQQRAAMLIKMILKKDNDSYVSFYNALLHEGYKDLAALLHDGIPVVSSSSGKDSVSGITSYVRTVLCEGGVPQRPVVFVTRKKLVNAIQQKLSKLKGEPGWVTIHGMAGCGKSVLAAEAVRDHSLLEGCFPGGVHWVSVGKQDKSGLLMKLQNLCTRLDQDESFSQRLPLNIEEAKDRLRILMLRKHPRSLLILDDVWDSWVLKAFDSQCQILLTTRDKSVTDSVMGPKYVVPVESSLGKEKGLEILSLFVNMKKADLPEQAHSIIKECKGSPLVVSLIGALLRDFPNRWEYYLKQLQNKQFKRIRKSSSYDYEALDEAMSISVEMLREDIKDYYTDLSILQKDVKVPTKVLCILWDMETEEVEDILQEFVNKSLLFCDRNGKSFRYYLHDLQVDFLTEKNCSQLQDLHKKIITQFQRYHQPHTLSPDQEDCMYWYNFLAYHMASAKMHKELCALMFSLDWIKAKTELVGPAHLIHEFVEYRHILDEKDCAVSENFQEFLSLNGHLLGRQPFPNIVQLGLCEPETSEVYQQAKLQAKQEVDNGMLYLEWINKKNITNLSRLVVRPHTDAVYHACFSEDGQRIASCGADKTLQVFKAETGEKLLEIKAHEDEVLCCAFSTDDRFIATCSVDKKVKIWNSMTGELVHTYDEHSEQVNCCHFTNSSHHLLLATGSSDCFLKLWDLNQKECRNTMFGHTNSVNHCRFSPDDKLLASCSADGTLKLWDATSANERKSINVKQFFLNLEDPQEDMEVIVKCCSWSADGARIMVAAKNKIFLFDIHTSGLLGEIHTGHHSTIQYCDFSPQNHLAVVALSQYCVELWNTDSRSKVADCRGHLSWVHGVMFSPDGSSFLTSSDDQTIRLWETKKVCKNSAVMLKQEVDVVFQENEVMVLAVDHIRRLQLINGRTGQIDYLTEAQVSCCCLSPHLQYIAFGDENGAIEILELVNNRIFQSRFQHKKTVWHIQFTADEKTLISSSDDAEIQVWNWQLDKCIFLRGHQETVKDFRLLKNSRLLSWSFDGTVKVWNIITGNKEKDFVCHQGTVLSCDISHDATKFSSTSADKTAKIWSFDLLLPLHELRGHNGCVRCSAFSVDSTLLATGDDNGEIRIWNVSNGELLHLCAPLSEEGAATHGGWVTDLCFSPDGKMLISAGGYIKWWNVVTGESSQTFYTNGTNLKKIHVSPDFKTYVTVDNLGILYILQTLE
#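 detection = Rh110 fluorescence intensity | test system = biochemical Apaf-1 apoptosome reconstitution | also added = cytochrome c and DEVD-Rh110 substrate | schedule = 30 min plus 50 min, RT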
# HKDC1 inhibitor = inhibitors of human hexokinase HKDC1 | actives 0.16% (n = 340,000) | Q2TB90 | inhibition, % at 20 µM | AID 493160 | recombinant HKDC1, G6PDH/diaphorase resazurin coupled fluorescence;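 active = inhibition above about 35% when tested at 20 µM, limit read from the data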;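 also: plate controls were DMSO wells with enzyme for no effect and DMSO wells lacking enzyme for full effect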
#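 Test system: recombinant HKDC1 (HK5) hexokinase enzyme, produced in-house; Amount: enzyme 5 µg/mL final; Buffer or medium: Tris pH 8.0 buffer with MgCl2, Tween-20, BSA, BME; Reagent: glucose and ATP substrates; Doses: 20 µM test compound, 1% DMSO; Incubation: 90 min reaction incubation at room temperature, dark; Detection: resorufin fluorescence at 613 nm.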
# Gli-Sufu block = Gli-Sufu pathway antagonism. AID 588413. inhibition, % at 5 µM. actives 0.74% (n = 340,000). Sufu-KO-LIGHT fibroblasts, Gli luciferase reporter luminescence;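 active = inhibition above about 55%, limit read from the data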;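 also: 0% = DMSO-treated cells and 100% = wells with medium but no cells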
# Jurkat NFkB inh = lowers PMA/ionomycin-induced NF-kB signal in Jurkat cells; PMA/ionomycin-induced NF-kB luciferase reporter, luminescence; inhibition, % at 4 µM; actives 0.53% (n = 330,000)
# SENP7 block = blocks the human protease SENP7; actives 1.5% (n = 330,000); Q9BQF6; recombinant SENP7, Z-RLRGG-aminoluciferin luminescence, 40 min; inhibition, % at 5 µM;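 active = inhibition above about 50% at the single test dose, limit read from the data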;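 also: plate controls were DMSO with enzyme for no effect and no enzyme buffer wells for full effect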
# * = called active by the depositor; / = no result given. Rule as the data show it, unless noted: active = inhibition above about 50%; inactive = the rest.
SMILES,SENP8 block,UBC13 inh,697 NFkB inh,Apaf1 inhib,HKDC1 inhibitor,Gli-Sufu block,Jurkat NFkB inh,SENP7 block
c1ccc2[nH]c(SCc3ccc(-c4nnco4)cc3)nc2c1,45,-9,-89,7,-1,-39,-51,71*
Cc1cccn2c(=O)c(C=O)c(Nc3ccc(S(N)(=O)=O)cc3)nc12,-3,-4,-3,2,1,-14,-3,2
CCOc1ccc(NC(=O)CN(C)C(=O)C2CCCC2)cc1OCC,-7,-5,-5,10,12,1,-4,-6
Cc1ccc(C(=O)Cc2nc3ccccc3[nH]2)cc1,-2,10,-21,-1,-14,4,-36,4
CSc1ccc(S(=O)(=O)Nc2ccc(OCC(=O)N3CCOCC3)cc2)cc1,-1,-3,19,-9,-9,-1,18,-1
COc1ccc(CCNC(=O)CSc2nnc(Cc3cccn3C)n2C)cc1OC,-2,5,1,-11,-8,3,-7,2
COc1nc(N=C(N)N)nc2c(C)cccc12,-5,7,4,-13,-8,19,-7,-1
C=CCn1c(SCC(=O)N2CCc3ccccc3C2)nc2ccccc2c1=O,-4,1,-56,21,-2,-1,-32,-7
CCOC(=O)c1cnc(SC)nc1Oc1cccc(NS(=O)(=O)c2ccccc2)c1,-8,-1,-3,8,4,9,-25,-9
CC(C)(C)NC(=O)CSc1nncn1-c1ccccc1,-3,1,12,-28,-6,-16,5,5
Cc1ccc(C(=O)Nc2ncccc2O)o1,-11,-6,-25,-1,-4,-17,-4,-6
COc1ccc(N/C(N)=N/c2nc(C)cc(C)n2)c(OC)c1,1,8,-8,0,-8,33,21,6
O=C(NNc1ccccc1C(F)(F)F)c1cccs1,2,-5,-6,-107,-4,2,0,-5
COc1cc(/C=C2\C(=O)N(CCC#N)N=C2C)ccc1OCC(=O)Nc1ccccc1,-13,-35,-13,93*,9,8,-67,2
Cc1ccccc1Nc1c([N+](=O)[O-])ccc2nonc12,-6,-41,7,6,0,2,0,0
Cc1ccc(O)c(NC(=O)C2CC(c3cccc(Br)c3)=NO2)c1 (configuration not stated),-1,4,8,5,2,20,63*,10
O=C(NCCc1ccccc1)C1CCCN(S(=O)(=O)c2cccnc2)C1 (configuration not stated),5,1,14,-8,-2,16,-12,-2
CN(C)C(=O)CCc1ccc2c3c([nH]c2c1)[C@]1(CCC2CCCC2)[C@@H](C(=O)N2CCOCC2)C[C@H](CC(=O)NCCc2ccccn2)C(=O)N1CC3,/,/,23,14,8,2,/,-4
CCCN(C(=O)COC(=O)C12CCC(=O)N1c1ccccc1S2)c1c(N)n(Cc2ccccc2)c(=O)[nH]c1=O (configuration not stated),-7,-12,-17,-50,-7,1,-10,15
O=S(=O)(NCCS(=O)(=O)N1CCN(c2ccccc2)CC1)c1ccccc1,-3,-7,-37,5,-5,-12,-5,-20
O=C(O)c1ccc(N2CCN(c3ccc(Cl)cc3)CC2)c([N+](=O)[O-])c1,6,-5,13,4,0,5,9,-1
Cc1nnc(SCC(=O)O)s1,-4,21,9,1,-5,4,11,-3
CCN(CC)S(=O)(=O)c1ccc(N/N=C/c2cccnc2)nc1,-11,-10,27,3,-3,-2,-4,-1
NC(=O)/C=C/C(=O)Nc1ccc(Cl)cc1,2,-6,32,-17,-4,-5,15,7
Cc1c(/C(O)=C2/C(=O)C(=O)N(CCN3CCOCC3)C2c2cccnc2)cnn1-c1ccccc1 (configuration not stated),1,2,-4,-8,-4,-2,-12,0
O=C(O)c1cccc(S(=O)(=O)Nc2ccc(N3CCCCC3)cc2)c1,-3,-11,-2,2,0,-1,-2,0
CCCNC(=O)NC(=O)COC(=O)CNS(=O)(=O)/C=C/c1ccccc1,-1,-4,-30,0,-13,-10,-1,-4
O=C1c2ccccc2[C@@H]2C[C@@H](O)[C@H](Nc3ccccc3-c3ccccc3)CCN12,/,/,10,13,24,-2,/,6
CCOC(=O)C1(Cc2ccccc2)NC(c2ccccc2F)C2C(=O)N(CC)C(=O)C21 (configuration not stated),-5,3,-14,12,1,8,-2,-5
CCOC(=O)c1ccc(NC(=O)Cn2c(=O)oc3ccccc32)cc1,8,-4,3,2,-5,-11,-4,0
NS(=O)(=O)c1ccc(NC(=O)c2cc(Cl)ccc2Cl)cc1,-6,3,5,10,-6,-6,-11,-8
C#Cc1cccc(C(=O)N2CCCC(C(=O)c3ccc(OC)cc3C)C2)c1 (configuration not stated),8,-5,16,3,3,-2,5,-5
Cc1c(N2C(=O)C(=O)/C(=C(/O)c3ccc(Cl)cc3)C2c2ccccc2)c(=O)n(-c2ccccc2)n1C (configuration not stated),-1,-25,-12,1,-12,1,2,5
Nc1nonc1-n1nnc(C(=O)N/N=C/c2cccc(F)c2)c1CN1CCCCCC1,-9,-4,-8,12,-1,23,-5,-6
CC(NC(=O)COC(=O)C1CCC1)c1ccccc1 (configuration not stated),-10,3,5,-2,1,20,0,-9
COc1cc(CN2CCC(n3nccc3NC(=O)c3ccccc3OC)CC2)ccc1F,-7,-1,-14,13,8,27,4,-5
COc1ccc(C(=S)N(C)C)cc1OC,0,6,-2,-4,-12,-2,-3,-1
c1ccc2[nH]c(CN3CCCCCC3)nc2c1,-4,-2,19,-26,-9,-4,-7,5
C/C(=N\NC(=O)c1cccc(S(=O)(=O)N2CCCCC2)c1)c1ccc(C)o1,5,13,5,-20,-2,28,0,-1
CC(CC(=O)NC1CCSC1=O)c1ccccc1 (configuration not stated),-1,2,1,-4,-8,5,-6,8
Cc1ccc(-n2c(=O)c3sccc3n(Cc3cc(=O)n4ccccc4n3)c2=O)cc1,-3,7,-3,-2,-7,-18,1,5
Cc1c(NC(=O)Nc2ccc(C(C)C)cc2)c(=O)n(-c2ccccc2)n1C,0,3,2,5,-9,0,0,-5
O=C(Nc1cc(Cl)cc(Cl)c1)c1cnn2cccnc12,-13,10,-13,1,1,-1,-7,-6
C#CCNc1ccc(C(=O)OCC)cc1,0,10,-10,1,-6,-9,-13,6
Cc1ccc(S(=O)(=O)Nc2ccc(S(=O)(=O)Nc3cc(C)nc(C)n3)cc2)cc1,1,-2,13,-15,-9,-5,5,-5
O=C(NCC1CCCO1)c1ccc(COc2ccccc2)cc1 (configuration not stated),-6,-3,-4,2,-4,-12,-19,-8
O=C(Cc1ccc(Cl)cc1)Nc1cc(S(=O)(=O)N2CCOCC2)ccc1N1CCCC1,1,5,1,14,-13,0,-6,1
Cc1c(Br)c(=O)oc2c(Br)c(O)ccc12,-2,4,-6,-10,0,1,11,9
O=C(Cn1ccc2ccccc2c1=O)NCCC(=O)N1CCN(C(=O)c2ccco2)CC1,-12,-4,11,0,-10,-5,13,-6
CC(=O)Nc1ccc(NC(=O)[C@@H]2CCCN2S(=O)(=O)c2ccc3c(c2)OCCO3)cc1,-5,4,13,-12,4,6,0,4
CN(C)S(=O)(=O)c1ccc(Cl)c(NC(=O)COC(=O)/C=C/c2ccc3ccccc3n2)c1,1,0,6,-5,3,-5,5,1
Cc1nn(-c2ccccc2)c(C)c1C(=O)Oc1ccccc1,-13,-11,-76,3,-1,-15,-27,-8
Cn1c(=O)cc(SCC(=O)N2CCN(c3ccccc3)CC2)c2ccccc21,3,7,2,11,3,12,-10,11
O=C(CN1CCN(Cc2ccccc2)CC1)Nc1ccc(-n2cnnn2)cc1,3,-4,31,-30,-3,7,22,7
COc1ccc(CNC(=O)C(C#N)c2nc3ccccc3nc2N2CCN(C)CC2)cc1 (configuration not stated),4,9,15,12,-6,-3,15,1
CC(=O)Nc1ccc(NC(=O)CCC(=O)OCC(=O)c2cccc([N+](=O)[O-])c2)cc1,-17,-15,-3,-9,-6,3,-23,-15
Cc1ccccc1OCC(=O)NNC(=O)Nc1ccc(Cl)cc1,3,7,6,12,3,-1,48,3
COC(=O)c1[nH]c2cc(OC)ccc2c1NC(=O)CCN1CCCCC1,3,-9,13,-13,-10,6,3,0
Cc1ncc([N+](=O)[O-])n1CC(=O)NCCc1ccccc1,-9,-6,6,8,2,-6,-1,-10
Cc1ccc(NC(=O)NN2CCOCC2)cc1,-1,4,-7,-5,-5,-11,-15,-2

# The list continues:
SMILES,SENP8 block,UBC13 inh,697 NFkB inh,Apaf1 inhib,HKDC1 inhibitor,Gli-Sufu block,Jurkat NFkB inh,SENP7 block
COc1cc(CNc2ccc3c(c2)OCCO3)ccc1OCC(N)=O,-8,-13,-22,11,-5,3,-11,-5
O=C(CN1C(=O)CCSc2ccccc21)Nc1cccc(F)c1,-3,13,0,-22,-15,-1,0,5
O=C(Nc1cccc(F)c1)N1CCC(c2ccccc2)CC1,-4,3,-18,4,6,-22,-10,1
CCCc1cnc(N2CCN(C(=O)c3ccc(OC)cc3)CC2)nc1,-1,10,3,5,1,-7,2,-3
NS(=O)(=O)c1ccc(CCNc2nc(CN3CCOCC3)nc3sc4c(c23)CCC4)cc1,-12,-8,-13,7,-5,-10,-7,-10
Cc1ccc(C(=O)Nc2ccc3c(c2)OCCO3)cc1S(=O)(=O)N1CCOCC1,-3,1,-58,-1,-1,-56,-48,6
CCOC(=O)N1CCN(C(=O)c2ccc(N3CC4CC(C3)c3cccc(=O)n3C4)c(NC(=O)c3ccc(F)cc3)c2)CC1 (configuration not stated),-2,1,5,-6,-3,0,10,-3
CSCCC(NC(=O)c1ccco1)C(=O)NCC(c1ccco1)N1CCCCC1 (configuration not stated),-3,4,13,-8,2,10,-4,-2
COc1cccc(N/C=C/C(=O)c2ccc(OC)c(OC)c2)c1,64*,-2,-42,-1,-4,-73,-106,75*
CC(=O)c1ccc(NC(=O)Cn2cnc(S(=O)(=O)N3CCc4ccccc43)c2)cc1,-4,4,-7,-5,-4,4,3,-4
C#CCOCCOCCOCCNc1nc(N2CCN(C(=O)[C@H](CCCCN)n3cc([C@@H](N)CO)nn3)CC2)nc(N2CCN(C(=O)[C@H](CCCCN)n3cc([C@@H](N)CC(C)C)nn3)CC2)n1,-14,73*,-16,12,4,-11,-9,-10
COc1ccc(CC(=O)Nc2ccccc2NC(=O)c2ccco2)cc1OC,-12,-8,-23,-1,-7,-10,-4,1
CC(C)N1CCN(Cc2nc3c(s2)CCCC3)CC1CCO (configuration not stated),-1,-2,7,-7,-8,1,-1,8
COc1ccc(NC(=O)Nc2sc(=S)n(C)c2C)cc1,1,6,4,0,-5,-10,-23,4
Cc1cc(C)n2nc(SCCCC(=O)c3ccc(F)cc3)nc2n1,5,-5,12,-19,-1,1,-1,6
Cn1c(=O)c2c(nc(SCc3ccc(F)cc3)n2C)n(C)c1=O,5,-2,-5,-5,-4,0,15,-1

# Filtered by structure, the entries above containing an aryl thioether with sulfur outside any ring
SMILES,SENP8 block,UBC13 inh,697 NFkB inh,Apaf1 inhib,HKDC1 inhibitor,Gli-Sufu block,Jurkat NFkB inh,SENP7 block
c1ccc2[nH]c(SCc3ccc(-c4nnco4)cc3)nc2c1,45,-9,-89,7,-1,-39,-51,71*
CSc1ccc(S(=O)(=O)Nc2ccc(OCC(=O)N3CCOCC3)cc2)cc1,-1,-3,19,-9,-9,-1,18,-1
COc1ccc(CCNC(=O)CSc2nnc(Cc3cccn3C)n2C)cc1OC,-2,5,1,-11,-8,3,-7,2
C=CCn1c(SCC(=O)N2CCc3ccccc3C2)nc2ccccc2c1=O,-4,1,-56,21,-2,-1,-32,-7
CCOC(=O)c1cnc(SC)nc1Oc1cccc(NS(=O)(=O)c2ccccc2)c1,-8,-1,-3,8,4,9,-25,-9
CC(C)(C)NC(=O)CSc1nncn1-c1ccccc1,-3,1,12,-28,-6,-16,5,5
Cc1nnc(SCC(=O)O)s1,-4,21,9,1,-5,4,11,-3
Cn1c(=O)cc(SCC(=O)N2CCN(c3ccccc3)CC2)c2ccccc21,3,7,2,11,3,12,-10,11
Cc1cc(C)n2nc(SCCCC(=O)c3ccc(F)cc3)nc2n1,5,-5,12,-19,-1,1,-1,6
Cn1c(=O)c2c(nc(SCc3ccc(F)cc3)n2C)n(C)c1=O,5,-2,-5,-5,-4,0,15,-1

# No enrichment for hits. About 3.6% of those tested had a hit in this group.
